Pf growth 48h: P. falciparum growth inhibition at 48 hours (one generation). P. falciparum luciferase growth in erythrocytes, 48 h. Potency, µM (series often up to 28.7 µM), for the others: at the highest dose activity change, negative = inhibition, usual class: inhibitors. actives 5.9% (n = 310,000). AID 504832; note: potency is the fitted concentration of half-maximal effect; % is set by controls: 0 for no effect and ±100 for the full control effect
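Erythrocytes infected with P. falciparum carrying an integrated firefly luciferase reporter (2% hematocrit, 0.1% parasitemia final) were exposed to compounds in RPMI 1640 with 0.5% Albumax at 37 C, 5% CO2. Growth inhibition was scored as reduced luminescence.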
Shiga toxin inh: blocks Shiga toxin action in Vero cells | AID 2315 | Vero cells, Shiga toxin protein synthesis inhibition reporter | inhibition, % at 38.7 µM | actives 9.2% (n = 290,000); in the data active = inhibition mostly above about 28%, no sharp cut-off; inactive = mostly below about 43%; note: 0% is about no effect
LmPK inh: inhibitors of Leishmania mexicana pyruvate kinase; Q27686; purified LmPK, Kinase-Glo ATP luminescence, 1 h; Potency, µM (top dose mostly 57.5 µM), for the others: top-dose activity change, negative = inhibition, usual class: inhibitors; actives 0.37% (n = 290,000); note: potency is the fitted concentration of half-maximal effect; % is set by controls: 0 for no effect and ±100 for the full control effect
Target sequence (Q27686 whole entry, looked up): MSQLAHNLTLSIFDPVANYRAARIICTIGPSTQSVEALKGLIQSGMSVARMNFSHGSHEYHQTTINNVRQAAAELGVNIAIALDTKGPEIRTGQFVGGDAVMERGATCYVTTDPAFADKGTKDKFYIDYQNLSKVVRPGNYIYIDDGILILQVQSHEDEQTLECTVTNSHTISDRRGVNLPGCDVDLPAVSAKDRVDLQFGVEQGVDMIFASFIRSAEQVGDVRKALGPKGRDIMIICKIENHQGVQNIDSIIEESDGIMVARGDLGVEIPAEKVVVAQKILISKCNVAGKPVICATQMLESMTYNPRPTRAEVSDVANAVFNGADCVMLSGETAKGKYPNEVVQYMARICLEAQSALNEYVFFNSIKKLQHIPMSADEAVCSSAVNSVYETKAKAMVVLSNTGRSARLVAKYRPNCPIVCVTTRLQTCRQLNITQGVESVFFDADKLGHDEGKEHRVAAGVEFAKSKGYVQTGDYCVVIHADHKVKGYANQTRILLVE
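Purified LmPK (0.1 nM) with 0.5 mM PEP and 0.1 mM ADP in imidazole buffer pH 7.2 with MgCl2/KCl, 1 h at room temperature. ATP formed was read by luciferase luminescence and normalized to no-enzyme and uninhibited controls.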
TbPYK inhibitor: blocks Trypanosoma brucei pyruvate kinase | actives 0.12% (n = 410,000) | AID 624173 | Q57TT1 | TbPYK enzyme, Kinase-Glo Plus ATP luminescence, 45 min | Potency, µM (highest dose often 76.8 µM), for inactives: top-dose activity, negative = inhibition, most hits filed as inhibitors; note: potency is the fitted concentration of half-maximal effect; % is set by controls: 0 for no effect and ±100 for the full control effect; nearly all actives have a fitted effect of over 50% in size
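Luminescence from Kinase-Glo Plus, added after a 45-minute room-temperature reaction, served as the end-point read-out. The enzyme and substrate were preincubated with compound before ADP (130 uM final) initiated turnover. Concentration-effect curves came from normalized qHTS data.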
AmpC no deterg: blocks E. coli AmpC beta-lactamase in detergent-free assay. P00811. AmpC nitrocefin hydrolysis, absorbance 480 nm, 0.0001% Triton. Potency, µM (series often up to 57.1 µM), inactives show top-dose activity change, negative = inhibition, hits mostly inhibitors. actives 0.52% (n = 330,000). AID 485341;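 note: potency is the fitted concentration of half-maximal effect; plate controls were no compound for no effect and no enzyme for full effect; nearly all actives have a fitted effect of over 20% in size; some results filed as inactive show a strong effect at the top dose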
Target sequence (P00811 whole entry, looked up): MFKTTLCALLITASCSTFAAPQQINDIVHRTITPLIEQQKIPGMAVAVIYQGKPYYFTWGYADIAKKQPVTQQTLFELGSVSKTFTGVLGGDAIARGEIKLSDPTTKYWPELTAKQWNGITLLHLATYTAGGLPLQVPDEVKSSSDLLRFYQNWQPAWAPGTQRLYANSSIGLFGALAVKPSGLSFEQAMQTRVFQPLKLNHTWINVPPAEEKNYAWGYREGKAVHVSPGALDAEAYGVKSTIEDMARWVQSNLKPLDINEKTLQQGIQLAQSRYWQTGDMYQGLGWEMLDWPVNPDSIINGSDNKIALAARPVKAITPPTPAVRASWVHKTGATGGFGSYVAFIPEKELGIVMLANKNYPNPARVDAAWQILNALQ
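AmpC (5.3 nM in the dispensed reagent) in 20 mM phosphate pH 7.0 with 0.01% (detergent screen) or 0.0001% Triton X-100 was preincubated with compounds for 15 min at room temperature. Nitrocefin was then added from an 800 uM solution, and hydrolysis was followed at 480 nm.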
Pf growth 96h: P. falciparum growth inhibition at 96 hours; Potency, µM (titrated, usually from 28.7 µM), for inactives: top-dose activity change, negative = inhibition, usual class: inhibitors; P. falciparum luciferase reporter growth, 96 h; actives 6.9% (n = 320,000); note: potency is the fitted concentration of half-maximal effect; % is set by controls: 0 for no effect and ±100 for the full control effect
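Two-generation exposure (96 h) targets delayed-death phenotype. Reporter parasites carrying integrated firefly luciferase, in red cells at 2% hematocrit and 0.05% parasitemia final, kept at 37 C, 5% CO2; luminescence loss indicates inhibition.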
CHX counter: counter-screen hit for Shiga toxin inhibitors, cycloheximide; cell reporter, cycloheximide protein synthesis inhibition counterscreen; max response, %; actives 12% (n = 300,000); in the data active = max response mostly above about 13%, no sharp cut-off; inactive = mostly below about 14%; note: read at 38.3 µM for the half of the compounds with a filed dose; 0% is about no effect
The depositor's hits bear a star; [ ] = another dose, or the depositor's remark. Unless noted, calls come from the whole dose curve; as a rule, active = well fitted curve in the direction sought with a large enough effect; inconclusive = small, poorly fitted or top-dose-only effect, or another doubt; inactive = no such curve, though single readings can be large; an effect the other way counts as inactive or inconclusive.

For O=C(Nc1ccc2c(c1)OCO2)c1cc(-c2ccc(O)cc2)on1 the results were Pf growth 48h 71%[activator], Shiga toxin inh 106*, LmPK inh -4%, TbPYK inhibitor 3%, AmpC no deterg -19%, Pf growth 96h 18% and CHX counter 40*.
CN(CCOC(=O)C1c2ccccc2Oc2ccccc21)C(C)(C)C was read as Pf growth 48h 8%, Shiga toxin inh -9, LmPK inh -7%, TbPYK inhibitor 3%, AmpC no deterg 0%, Pf growth 96h -34% and CHX counter 1.
For COc1ccc(NC(=O)CN2CCCC2)cc1 the results were Pf growth 48h -17%, LmPK inh 3%, TbPYK inhibitor -2%, AmpC no deterg -19%, Pf growth 96h -5% and CHX counter 13.
Screening O=C(c1ccc2c(c1)[nH]c(=S)n1c3ccccc3nc21)N1CCN(c2cccc(Cl)c2)CC1 returned Pf growth 48h -18%, Shiga toxin inh 26, LmPK inh 3%, TbPYK inhibitor -1%, AmpC no deterg 91%[activator], Pf growth 96h inconclusive and CHX counter 3.
Screening COc1ccccc1-n1c(-c2ccc(C)cc2)nc2ccccc2c1=O returned Pf growth 48h inconclusive, Shiga toxin inh 48*, LmPK inh 0%, TbPYK inhibitor 3%, AmpC no deterg -2%, Pf growth 96h -28% and CHX counter 29*.
`CC1CCCC(C(=O)O)N1C(=O)CCS` (stereo not drawn) gave Shiga toxin inh -4, LmPK inh 12%, TbPYK inhibitor -2% and CHX counter -4.
For Cc1ccccc1-n1c(O)c(C=NC2CCS(=O)(=O)C2)c2ccccc2c1=O (stereo not drawn) the results were Pf growth 48h -16%, Shiga toxin inh -6, LmPK inh 6%, TbPYK inhibitor 0%, AmpC no deterg -26%, Pf growth 96h 1% and CHX counter 5.
`CC1=C(C(=O)NC2CCCc3c2cnn3-c2cc(F)cc(F)c2)OCCO1` (stereo not drawn) gave Pf growth 48h 7%, Shiga toxin inh -20, LmPK inh -11%, TbPYK inhibitor -9%, AmpC no deterg -21%, Pf growth 96h -18% and CHX counter -3.
`O=C(Nc1ccc2c(c1)CCC2)c1cccs1` gave Pf growth 48h -26%, Shiga toxin inh 62*, LmPK inh inconclusive, TbPYK inhibitor -4%, AmpC no deterg -28%, Pf growth 96h -19% and CHX counter 54*.
For CCC1CCCCN1CCCNC(=O)c1cc2c(=O)[nH]c3ccccc3c2n1C (stereo not drawn) the results were Pf growth 48h inconclusive, Shiga toxin inh 40, LmPK inh 0%, TbPYK inhibitor 0%, AmpC no deterg -27%, Pf growth 96h 27% and CHX counter -3.
For Cc1onc(-c2ccccc2)c1-c1nc2cc(Cl)ccc2c(=O)o1 the results were Pf growth 48h 29%, Shiga toxin inh -13, LmPK inh 4%, TbPYK inhibitor 4%, AmpC no deterg -27%, Pf growth 96h 25% and CHX counter -2.
For Cc1ccc(NC(=O)Cn2c(O)c(N=NC(N)=S)c3ccccc32)cc1 the results were Pf growth 48h -14%, Shiga toxin inh -6, LmPK inh -3%, TbPYK inhibitor -1%, AmpC no deterg -39%, Pf growth 96h 70%[activator] and CHX counter -8.
Screening O=C(O)/C=C/C(=O)N1CCN(S(=O)(=O)c2cc(C(F)(F)F)ccc2Cl)CC1 returned Pf growth 48h 8%, Shiga toxin inh -6, LmPK inh -8%, TbPYK inhibitor 3%, AmpC no deterg -19%, Pf growth 96h inconclusive and CHX counter -9.
Cc1ccc(C(=O)NC(=S)NCCN2CCOCC2)cc1 was read as Pf growth 48h 61%[activator], Shiga toxin inh 57*, LmPK inh -4%, TbPYK inhibitor -5%, AmpC no deterg -10%, Pf growth 96h 62%[activator] and CHX counter 31*.
For O=C(CCCc1nc(-c2ccccc2Cl)no1)N1CCOCC1 the results were Pf growth 48h -6%, Shiga toxin inh 7, LmPK inh 2%, TbPYK inhibitor -17%, AmpC no deterg -8%[2.29 µM], Pf growth 96h inconclusive and CHX counter -2.
For CC(C)C(=O)Nc1cccc(NC(=S)NC(=O)c2ccc3c(c2)OCO3)c1 the results were Pf growth 48h inconclusive, Shiga toxin inh -20, LmPK inh -5%, TbPYK inhibitor -22%, AmpC no deterg 70%[activator], Pf growth 96h -38% and CHX counter -3.
`COc1ccccc1NC(=S)NNC(=O)c1c(Cl)c(C)nn1C` gave Pf growth 48h 47%[activator], Shiga toxin inh 43*, LmPK inh -6%, TbPYK inhibitor -24%, AmpC no deterg -25%, Pf growth 96h inconclusive and CHX counter 10.
Screening CCN(CC)CCNC(=O)CNC(=O)c1nn(-c2ccc(OC)cc2)c(=O)c2ccccc12 returned Shiga toxin inh -5, LmPK inh 0%, TbPYK inhibitor -7%, AmpC no deterg 3%, Pf growth 96h inconclusive and CHX counter -1.
For O=C1CCN(C(=S)NCc2ccccc2)CC1 the results were Pf growth 48h -24%, Shiga toxin inh -8, LmPK inh 0%, TbPYK inhibitor 0%, AmpC no deterg -9%, Pf growth 96h 0% and CHX counter -1.
Screening COc1ccc(C(=O)O)cc1S(=O)(=O)NCCN(C)C returned Pf growth 48h 6%, Shiga toxin inh -3, LmPK inh -6%, TbPYK inhibitor 7%, AmpC no deterg -5%, Pf growth 96h 26% and CHX counter -3.

The closing 3 compounds of the part above open the next one:
Screening CCN(CC)CCNC(=O)CNC(=O)c1nn(-c2ccc(OC)cc2)c(=O)c2ccccc12 returned Shiga toxin inh -5, LmPK inh 0%, TbPYK inhibitor -7%, AmpC no deterg 3%, Pf growth 96h inconclusive and CHX counter -1.
For O=C1CCN(C(=S)NCc2ccccc2)CC1 the results were Pf growth 48h -24%, Shiga toxin inh -8, LmPK inh 0%, TbPYK inhibitor 0%, AmpC no deterg -9%, Pf growth 96h 0% and CHX counter -1.
Screening COc1ccc(C(=O)O)cc1S(=O)(=O)NCCN(C)C returned Pf growth 48h 6%, Shiga toxin inh -3, LmPK inh -6%, TbPYK inhibitor 7%, AmpC no deterg -5%, Pf growth 96h 26% and CHX counter -3.
For COc1ccc(C(C(=O)NCCC(C)C)N(CCO)C(=O)c2snc(C(N)=O)c2N)cc1 (stereo not drawn) the results were Pf growth 48h -19%, Shiga toxin inh -18, LmPK inh 1%, TbPYK inhibitor 1%, AmpC no deterg -1%, Pf growth 96h inconclusive and CHX counter -3.
Screening CN(C)S(=O)(=O)c1cccc(-c2cn3cc(Cl)ccc3n2)c1 returned Shiga toxin inh 20, LmPK inh 1%, TbPYK inhibitor 1%, AmpC no deterg -3%, Pf growth 96h -28% and CHX counter 28*.
For COC(=O)c1ccc(C(=O)OC)c(NC(=O)CN(C)Cc2ccc(Cl)c(Cl)c2)c1 the results were Pf growth 48h 10µM*, Shiga toxin inh -7, LmPK inh 5%, TbPYK inhibitor -6%, AmpC no deterg -23%, Pf growth 96h inconclusive and CHX counter -3.
CCOc1ncccc1C(=O)OC(C)C(=O)NC1CCCCC1 (stereo not drawn) was read as Pf growth 48h 0%, TbPYK inhibitor 0%, AmpC no deterg 3% and Pf growth 96h 11%.
OC1(c2cccc(C(F)(F)F)c2)CCNCC1 was read as Pf growth 48h -1%, Shiga toxin inh 16, LmPK inh 0%, TbPYK inhibitor 6%, AmpC no deterg -6%, Pf growth 96h 13µM* and CHX counter -2.
`CCOC(=O)N1CCN(CC(c2ccccc2)c2ccccc2)CC1` gave Pf growth 48h inconclusive, LmPK inh 6%, TbPYK inhibitor -4%, AmpC no deterg 70%[activator], Pf growth 96h inconclusive and CHX counter -2.
Clc1ccccc1-c1nnc2sc(CCc3ccccc3)nn12 was read as Pf growth 48h 13µM*, Shiga toxin inh 29, LmPK inh 2%, TbPYK inhibitor -29%, AmpC no deterg -20% and CHX counter 7.
For O=C(Cn1ncc(N2CCCC2)c(Cl)c1=O)c1ccc(Cl)cc1 the results were Pf growth 48h 146%[activator], Shiga toxin inh 90*, LmPK inh -2%, TbPYK inhibitor 6%, AmpC no deterg -4%[2.29 µM], Pf growth 96h 245%[activator] and CHX counter 38*.
`Fc1ccccc1C1c2[nH]c3ccccc3c2CCN1CCCn1cccn1` (stereo not drawn) gave Pf growth 48h inconclusive, Shiga toxin inh 4, LmPK inh -5%, TbPYK inhibitor 0%, AmpC no deterg 38%, Pf growth 96h 8% and CHX counter -4.
COc1cccc(C(=O)Nc2nnc(Cc3ccc(OC)c(OC)c3)s2)c1 was read as Pf growth 48h 12µM*, Shiga toxin inh 4, LmPK inh -1%, TbPYK inhibitor -4%, AmpC no deterg -3%, Pf growth 96h 0% and CHX counter 3.
Screening COc1ccc(-c2cc(-c3ccccc3)nc3ncnn23)cc1 returned Pf growth 48h 14%, Shiga toxin inh 19, LmPK inh 5%, TbPYK inhibitor -4%, AmpC no deterg 3%, Pf growth 96h inconclusive and CHX counter -5.
Nc1ccc(Nc2cc(O)c3ncccc3c2)cc1 was read as Pf growth 48h 10µM*, AmpC no deterg -25% and Pf growth 96h inconclusive.
Cc1ccc(S(=O)(=O)N2CCC(C(=O)N/N=C/c3ccncc3)CC2)cc1 was read as Pf growth 48h inconclusive, Shiga toxin inh -15, LmPK inh -2%, TbPYK inhibitor 4%, AmpC no deterg 0%, Pf growth 96h 2% and CHX counter -1.
`Cc1ccc(NC(=S)Nc2cccc(-c3n[nH]c(=S)o3)c2)cc1` gave Pf growth 48h 2%, Shiga toxin inh 40*, LmPK inh -2%, TbPYK inhibitor -9%, AmpC no deterg -29%, Pf growth 96h 16% and CHX counter 32*.
Screening O=C(Oc1ccc(OC(=O)c2ccco2)c(S(=O)(=O)c2ccc(Cl)cc2)c1)c1ccco1 returned Pf growth 48h 4%, Shiga toxin inh -9, LmPK inh -4%, TbPYK inhibitor -7%, AmpC no deterg -37%, Pf growth 96h 10µM* and CHX counter -2.
`Cc1ccc(S(=O)(=O)NCC(=O)NCC(=O)N2CCN(c3ncccn3)CC2)cc1C` gave Pf growth 48h 4%, Shiga toxin inh -4, LmPK inh 0%, TbPYK inhibitor 2%, AmpC no deterg 30%, Pf growth 96h -9% and CHX counter 14.
For O=C(COC(=O)c1nc(Cl)ccc1Cl)NCc1ccccc1 the results were Pf growth 48h 21%, Shiga toxin inh -6, LmPK inh 2%, TbPYK inhibitor 1%, AmpC no deterg -15%, Pf growth 96h -10% and CHX counter 6.
For COc1ccc(C(=O)OCN2C(=O)c3ccccc3C2=O)cc1 the results were Pf growth 48h 24%, Shiga toxin inh 2, LmPK inh 3%, TbPYK inhibitor 0%, AmpC no deterg -8%[2.29 µM], Pf growth 96h -2% and CHX counter 2.
NC(=O)CC(NC(=O)Cc1cccc2ccccc12)c1ccc(NCCCN2CCCC2=O)c([N+](=O)[O-])c1 (stereo not drawn) was read as Pf growth 48h inconclusive, Shiga toxin inh 1, LmPK inh -3%, TbPYK inhibitor -1%, AmpC no deterg 198%[activator], Pf growth 96h inconclusive and CHX counter 2.
Screening CCCC(C)c1nnc(NC(=O)CCS(=O)(=O)c2ccccc2)s1 (stereo not drawn) returned Pf growth 48h 11%, Shiga toxin inh -14, LmPK inh -2%, TbPYK inhibitor -15%, AmpC no deterg -4%, Pf growth 96h 24% and CHX counter -2.

Assay outcomes: PubChem BioAssay, National Center for Advancing Translational Sciences (NCATS)
